Screens deposited in PubChem BioAssay by National Center for Advancing Translational Sciences (NCATS).
VP16 counter – VP16 counterscreen qHTS for inhibitors of ROR gamma transcriptional activity | Potency, µM (highest dose often 53.6 µM), for inactives: at the highest dose activity, negative = inhibition, usual class: inhibitors | 310,000 tested, 3.5% active | Drosophila S2 Gal4-VP16 UAS-luciferase, luminescence, 20 h | AID 2546, 2010;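 also: Gal4-VP16 expression switched on by copper sulfate through the metallothionein promoter; nearly all actives have a fitted effect of over 50% in size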
RORg inh – qHTS for inhibitors of ROR gamma transcriptional activity; Drosophila S2 Gal4-RORgamma UAS-luciferase reporter, 20 h; 310,000 tested, 5.4% active; Potency, µM (titrated, usually from 53.6 µM), inactives show at the highest dose activity change, negative = inhibition, most hits filed as inhibitors; also: nearly all actives have a fitted effect of over 60% in size
Target sequence (P51450 whole entry, looked up, the tested form may be a part): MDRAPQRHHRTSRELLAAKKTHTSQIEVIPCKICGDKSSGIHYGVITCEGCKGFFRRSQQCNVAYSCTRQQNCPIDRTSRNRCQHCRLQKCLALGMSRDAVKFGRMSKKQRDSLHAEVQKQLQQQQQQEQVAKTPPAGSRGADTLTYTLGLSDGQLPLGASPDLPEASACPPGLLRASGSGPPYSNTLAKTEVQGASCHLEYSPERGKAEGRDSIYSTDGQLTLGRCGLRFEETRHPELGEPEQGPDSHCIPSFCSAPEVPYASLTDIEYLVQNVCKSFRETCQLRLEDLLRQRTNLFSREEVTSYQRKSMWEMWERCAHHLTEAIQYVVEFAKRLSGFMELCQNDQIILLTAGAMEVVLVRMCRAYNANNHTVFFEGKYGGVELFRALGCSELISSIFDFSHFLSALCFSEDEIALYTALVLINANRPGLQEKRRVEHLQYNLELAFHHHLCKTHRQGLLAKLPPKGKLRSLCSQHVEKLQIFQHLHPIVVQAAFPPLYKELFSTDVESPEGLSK
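A Gal4/UAS one-hybrid system in insect cells: metallothionein-promoter Gal4–ROR gamma fusion plus Photinus luciferase reporter. Copper sulfate 700 uM final, 20 hr ambient incubation, luminescent detection after 10 min with reagent.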
Active calls of the source: *; u = inconclusive; & = joins results of further samples; [ ] = remark or other dose. Calls follow the shape of the dose curve; as a rule, active = well fitted curve in the direction sought with a large enough effect; inconclusive = small, poorly fitted or top-dose-only effect, or another doubt; inactive = no such curve, though single readings can be large; an effect the other way counts as inactive or inconclusive. % is scaled to controls: 0 for no effect and ±100 for the full control effect; potency is read from the fitted curve at half-maximal effect. Only part of the results is shown; count on the stated rates, not on these rows.

Start of the listing, in advance (six entries):
Results follow in this order: VP16 counter, RORg inh
COc1ccc(/C=C/C(=O)OCCC(C)C)cc1
 : 9.4%, 37.8%
CCNc1ncc2nc(C)c(=O)n(CCOC)c2n1
 : 1.0%, -6.9%
CCC(C)=O
 : -2.5%, 0.5%
CN(Cc1ccco1)c1cc(-c2ccccc2Cl)ncn1
 : u, -5.6%
COCCn1c(=O)c(-c2cccs2)nc2cnc(OCc3ccccc3)nc21
 : 4.2%, -21.6%
COc1cccc([C@@H]2Oc3ccc(Br)cc3C(=O)[C@H]2O)c1
 : -4.6%, -14.7%

The list itself, from the first entry:
Results follow in this order: VP16 counter, RORg inh
COc1ccc(/C=C/C(=O)OCCC(C)C)cc1
 : 9.4%, 37.8%
CCNc1ncc2nc(C)c(=O)n(CCOC)c2n1
 : 1.0%, -6.9%
CCC(C)=O
 : -2.5%, 0.5%
CN(Cc1ccco1)c1cc(-c2ccccc2Cl)ncn1
 : u, -5.6%
COCCn1c(=O)c(-c2cccs2)nc2cnc(OCc3ccccc3)nc21
 : 4.2%, -21.6%
COc1cccc([C@@H]2Oc3ccc(Br)cc3C(=O)[C@H]2O)c1
 : -4.6%, -14.7%
C/C=C\c1ccc(OC)cc1
 : -7.9%, 8.4%
COc1ccc(Oc2ncc3nc(-c4ccccc4)c(=O)n(Cc4cccs4)c3n2)cc1
 : 7.7%, 0.3%
c1cncc(-c2ccc3ncnc(N4CCNCC4)c3c2)c1
 : 1.4%, u
O=c1c(-c2ccc(F)cc2)nc2cnc(N3CCNCC3)nc2n1C1CC1
 : -4.9%, -16.8%
Clc1ccccc1-c1nccc(NCc2ccccc2)n1
 : 18.1%, 30.0%
Cn1cc(-c2nc3cncnc3n(CCN)c2=O)c2ccccc21
 : -9.4%, -14.7%
COc1ccc(NS(=O)(=O)c2ccc(I)cc2)cc1N1CCN(C)CC1
 : -4.5%&-10.3%, -11.0%&22.0%
CN1CCC(=O)N(C(CSc2ccc(Br)cc2)c2ccccc2)CC1 (stereo not drawn)
 : -2.1%, 21.6%
Cn1cccc1C(=O)N1CCC2(CCCN(Cc3nccs3)C2)CC1
 : 13.7%, 27.7%

Compound profiles, as listed above. Values in the order: VP16 counter	RORg inh
COc1cccc([C@@H]2Oc3ccc(Br)cc3C(=O)[C@H]2O)c1 is listed with -4.6%	-14.7%
COc1ccc(NS(=O)(=O)c2ccc(I)cc2)cc1N1CCN(C)CC1 is listed with -4.5%&-10.3%	-11.0%&22.0%
CN1CCC(=O)N(C(CSc2ccc(Br)cc2)c2ccccc2)CC1 (stereo not drawn) is listed with -2.1%	21.6%

The list continues:
Results follow in this order: VP16 counter, RORg inh
CCOC(=O)N/N=C1/C[C@@H](O)[C@@H](O)[C@@H]2[C@@H]3C(=O)N(CC)C(=O)[C@H]3CC[C@@H]12
 : -0.3%[10 µM], 3.1%[10 µM]
CS(=O)(=O)N1CCC2(CCN(c3ccccc3)CC2)CC1
 : 8.0%, 28.5%
O=C(O)CCC/C=C\C[C@@H]1CO[C@H](C(F)(F)F)O[C@@H]1c1ccccc1O
 : 4.8%, -6.6%
COC(=O)c1ccc(C(NC(=O)OCc2ccccc2)/C(F)=C/[C@@H](C)C(=O)NCc2cccnc2)cc1 (stereo partly drawn)
 : -2.2%, 18.0%
O=C(NC(Cc1cc(=O)[nH]c2ccccc12)C(=O)O)c1ccc(Cl)cc1 (stereo not drawn)
 : -1.2%, 14.3%
CCNc1ncc2nc(-c3ccc(Cl)cc3)c(=O)n(Cc3cccs3)c2n1
 : 2.6%, -1.6%
CCNc1ncc2nc(CCc3ccccc3)c(=O)n(-c3ccccc3)c2n1
 : -7.9%, -27.9%
CCC/C=C(\CCC)C(NS(=O)(=O)c1ccc(Cl)cc1)c1ccc(C(=O)OC)cc1 (stereo not drawn)
 : -18.0%, u
COCCNc1nc(C)nc2c1nc(-c1ccccc1)n2CCCN1CCCCC1C (stereo not drawn)
 : -0.1%, 2.2%
COc1ccc(Oc2ncc3nc(C)c(=O)n(C4CC4)c3n2)cc1
 : 8.7%, -3.1%
CC1(C)O[C@@H]2C[C@H]3[C@H]4C[C@H](F)C5=CC(=O)CC[C@]5(C)[C@@H]4[C@H](O)C[C@]3(C)[C@]2(C(=O)CO)O1
 : -5.4%[17 µM], -9.9%[2.98 µM]
COC1CC2CCC(C)[C@](O)(O2)C(=O)C(=O)N2CCCCC2C(=O)OC(C(C)CC2CCC(O)C(OC)C2)CC(=O)C(C)/C=C(/C)C(O)C(OC)C(=O)C(C)CC(C)C=CC=C/C=C\1C (stereo partly drawn)
 : u, -22.5%
C#CCCCO/N=C1/C[C@@H](O)[C@@H](O)[C@@H]2[C@@H]3C(=O)N(C[C@@H]4CCCO4)C(=O)[C@H]3CC[C@@H]12
 : -3.0%[10 µM], 9.4%[10 µM]
CC[C@H](C)[C@H](NC(=O)[C@H](CCC(=O)O)NC(=O)CNC(=O)[C@@H](NC(=O)[C@H](CCC(=O)O)NC(=O)[C@H](CCC(=O)O)NC(=O)[C@H](CC(C)C)NC(=O)CNC(=O)[C@@H]1CCCN1C(=O)[C@H](CCC(=O)O)NC(=O)[C@@H](N)[C@@H](C)O)C(C)C)C(=O)N[C@@H](CCC(=O)O)C(=O)N[C@@H](CCC(N)=O)C(=O)N[C@@H](CCCCN)C(=O)N[C@@H](CCC(N)=O)C(=O)N[C@@H](CC(C)C)C(=O)N[C@@H](CCC(N)=O)C(=O)O
 : -9.6%, -7.2%
C(=C/c1ccccc1)/c1ccccc1
 : -1.7%, 18.9%
C[C@@H]1/C=C\CC(=O)OC[C@H](C)C(=O)N[C@@H](Cc2ccccc2)C(=O)OC1
 : -9.6%[10 µM], 7.4%[10 µM]
N#Cc1cccc(-c2cc(-n3ccnc3)ncn2)c1
 : 4.9%, -10.7%
O=C(O)Cn1c(C(=O)Nc2nc(-c3ccccc3Cl)cs2)cc2ccccc21
 : 8.5%, 18.5%
COc1ccc(C2(C#N)CCC(C(=O)O)CC2)cc1OC1CCCC1 (stereo not drawn)
 : -4.4%, 21.1%
Cc1cnc(CNc2ccnc(-c3ccccc3CN(C)C)n2)cn1
 : 6.1%, -11.5%
C/C=C/C1=Cc2ccccc2C(C(C(=O)OC)C(=O)OC)N1C(=O)OC (stereo not drawn)
 : -13.8%, -27.3%
COc1ccc(C2CC(c3ccccc3)Oc3ccc(OC)cc32)cc1 (stereo not drawn)
 : -5.4%&3.9%, 28.1%&9.2%
COc1cccc2oc(SC)cc(=O)c12
 : u, 31.6µM*
Nc1ncnc2c1ncn2[C@@H]1O[C@H](C(=O)N2CCN(CC(=O)Nc3cccc4c3CNC4=O)CC2)[C@@H](O)[C@H]1O
 : -1.1%, -12.5%
Cc1noc(C)c1C(=O)N1CCC2(CCCN(c3ccccc3)C2)CC1
 : -8.0%, -0.8%
COc1ccc(-n2c(=O)c(-c3cccc(Cl)c3)nc3cncnc32)cc1
 : -8.5%, -5.6%
COc1ccc(CNc2ncnc3ccc(-c4c(C)noc4C)cc23)cc1
 : -3.7%, -1.1%
O=C(CCCN1CCN2CCCC2C1)c1ccc(F)cc1 (stereo not drawn)
 : -0.5%, -10.4%
COC(=O)CC1c2ccccc2C(Cc2ccc3c(c2)OCO3)=C(C)N1C(=O)OC (stereo not drawn)
 : 0.9%, -6.2%
CC(C)C1COc2cc3oc(=O)ccc3cc2O1 (stereo not drawn)
 : -15.2%, 2.0%

Already shown: three of the compounds above.
Results follow in this order: VP16 counter, RORg inh
O=C(CCCN1CCN2CCCC2C1)c1ccc(F)cc1 (stereo not drawn)
 : -0.5%, -10.4%
COC(=O)CC1c2ccccc2C(Cc2ccc3c(c2)OCO3)=C(C)N1C(=O)OC (stereo not drawn)
 : 0.9%, -6.2%
CC(C)C1COc2cc3oc(=O)ccc3cc2O1 (stereo not drawn)
 : -15.2%, 2.0%

The list goes on.
Results follow in this order: VP16 counter, RORg inh
CCC1=C2CC[C@H]3C(=O)N(CC(=O)OC)C(=O)[C@H]3[C@H]2[C@@]2(Cc3ccccc3)C(=NCCOC)OC(=O)N2C1=O
 : 1.6%, 6.8%
CC(C)c1cccc2c([Si](C)(C)C)c3c(nc12)-c1cccc(=O)n1C3
 : -13.3%, 0.3%
COc1ccccc1CNc1ncncc1-c1ccc2c(c1)OCO2
 : 0.0%, -22.0%
Cc1cnc(CNc2ncncc2-c2c(C)noc2C)cn1
 : -0.4%, 13.9%
O=C(O)C(Oc1ccc2ccc(=O)oc2c1)c1ccccc1 (stereo not drawn)
 : 0.9%, 8.3%
Cc1cc(OI)c(C(C)C)cc1-c1cc(C(C)C)c(OI)cc1C
 : 2.8%&0.5%, -10.9%&7.4%
COC(=O)NC(c1ccc(F)cc1)C(C(C)=O)C(=O)OC (stereo not drawn)
 : -1.7%[10 µM], -9.1%[10 µM]
Cc1cnc(CNc2nc(-c3ccccc3C(F)(F)F)nc3ccccc23)cn1
 : -17.2%, 22.0%
COC1=C(C(=O)c2ccccc2)C(=O)C2(CC=C(C)C)C[C@H](C(=O)OCC(F)(F)F)C(C)(C)[C@@]1(CC=C(C)C)C2=O (tested in a mixture with another compound)
 : -17.7%, 2.9%
COc1ccccc1C1=Nn2c(nnc2-c2cccc(OC)c2OC)SC1
 : -16.2%, 30.7%
CCCCCC1C(=O)CCC1CC(=O)O (stereo not drawn)
 : 13.5%, -22.8%
O=S(=O)(O)CCCS(=O)(=O)O
 : -2.2%, 7.1%
O=C(c1cc(C(F)(F)F)cc(C(F)(F)F)c1)N1CCC2(CC1)CN(c1ncccn1)C2
 : 2.7%, 23.8%
COCC(=O)N1CCC[C@@]2(CCN(c3ncccn3)C2)C1
 : 5.7%, -4.6%
COc1ccccc1CNc1ncnc2ccc(-c3ccc(N(C)C)cc3)cc12
 : 3.0%, -3.5%
